Tat export inh = E. coli Tat export inhibitors, primary screen, MC4100, TorA-mCherry reporter, fluorescence, single point; 340,000 tested, 0.036% active; AID 488895, 2010; inhibition, % at 10 µM;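 active = mean replicate inhibition at least 50% and at least half of replicates individually reaching 50%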;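 note: exported cargo escapes ClpAP degradation while cytoplasmic cargo is degraded and loses fluorescence; 0% = median of neutral control wells and 100% = median of NaSCN control wells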
Ecoli viability = E. coli V3065 growth inhibition, primary screen, counter-screen for AddAB inhibitor project, absorbance, OD600 | 330,000 tested, 0.27% active | 18 h | inhibition, % at 11.9 µM;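 active = inhibition above the campaign's mean inhibition across all tested compounds plus 3 SD, cut at about 9.9% in these data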;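 note: uninfected addAB+ strain grown without phage in ampicillin broth; 0% = DMSO wells and 100% = ciprofloxacin 0.95 µg/ml wells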
HTR5A inv ctr = HTR5A inverse agonists in luminescence cell assay, primary screen, counter-screen for OPRM1-OPRD1 heterodimer inverse agonist project, full-deck HTS. HTR5A cell line, inverse agonism. 5-hydroxytryptamine receptor 5A (Homo sapiens), P47898. inhibition, % at 9.3 µM. 340,000 tested, 0.083% active; in the data active = inhibition mostly above about 23%, no sharp cut-off; inactive = mostly below about 18%;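 note: 0% = cells with DMSO and 100% = no-cell wells with DMSO; some compounds called inactive have numbers as strong as hits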
Target sequence (P47898 whole entry, looked up): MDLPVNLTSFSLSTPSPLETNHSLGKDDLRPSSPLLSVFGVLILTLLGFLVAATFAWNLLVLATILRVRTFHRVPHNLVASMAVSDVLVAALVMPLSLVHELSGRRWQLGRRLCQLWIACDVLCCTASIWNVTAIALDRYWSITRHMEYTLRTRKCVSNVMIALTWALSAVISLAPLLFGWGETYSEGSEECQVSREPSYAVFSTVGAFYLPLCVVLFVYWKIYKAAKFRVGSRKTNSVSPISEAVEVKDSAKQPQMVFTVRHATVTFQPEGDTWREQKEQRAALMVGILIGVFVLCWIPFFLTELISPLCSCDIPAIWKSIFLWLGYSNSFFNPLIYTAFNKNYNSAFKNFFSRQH
HTR5A ag = HTR5A agonists in luminescence cell assay, primary screen, counter-screen for OPRM1-OPRD1 heterodimer agonist project, full-deck HTS; cell-based; activation, % at 9.3 µM; 5-hydroxytryptamine receptor 5A (Homo sapiens), P47898; 340,000 tested, 0.61% active; in the data active = activation mostly above about 9.5%, no sharp cut-off; inactive = mostly below about 7.6%;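 note: 0% = cells with vehicle only and 100% = reference agonist; strong numbers were not always called active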
PKA-R1A activ = activators of PKA-R1A holoenzyme, primary screen, biochemical, fluorescence polarization, Cy5-IP20, bovine R1A, mouse PKAc. activation, % at 11.4 µM. cAMP-dependent protein kinase type I-alpha regulatory subunit (Bos taurus) + …. PKA-R1A dissociation; scaled: DMSO 0%, 113 µM cGMP 100%. 340,000 tested, 0.083% active. AID 504707, 2011;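 active = percent activation above the mean of all tested compounds plus 3 SD, cut at about 19% in these data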;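 note: higher means more PKAc released from R1A so a rise in polarization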
PKA-R2B activ = activators of PKA-R2B holoenzyme, primary screen, biochemical, fluorescence polarization, Cy5-IP20, human. cAMP-dependent protein kinase catalytic subunit beta (Homo sapiens) + cAMP-dependent …. PKA-R2B holoenzyme dissociation; R2B truncated from residue 108, S112A mutant; 0% DMSO only, 100% 113 µM cGMP. activation, % at 11.4 µM. 340,000 tested, 0.079% active. AID 504700, 2011;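 active = activation above a cutoff set at the mean over all compounds plus 3 SD, cut at about 18% in these data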;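 note: higher means more holoenzyme dissociation and a rise in polarization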
Mot1-301 SUMO = yeast Mot1-301 growth rescue at high temperature, primary screen, SUMOylation pathway inhibitor project, S. cerevisiae, ATP luminescence, 38.5C. S. cerevisiae Mot1-301 growth rescue; percent above DMSO median, 100 means doubled. growth rescue, % at 18.8 µM. 320,000 tested, 1% active;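 active = every valid replicate shows activation above 250% relative to neutral control wells; inactive = the rest, any valid replicate at or below 250%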;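 note: OY570 slx delta 5 strain wells were the positive control but not used for scaling; some compounds called inactive have numbers as strong as hits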
DAGLB inhibitor = DAGLB lipase inhibitors, primary screen, biochemical, fluorescence, HTS; Diacylglycerol lipase-beta (Homo sapiens), Q8NCG7; HEK293T DAGLB membrane lysate, EnzChek fluorogenic substrate; inhibition, % at 5.17 µM; 340,000 tested, 0.059% active; in the data active = inhibition above about 34%;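 note: 0% = enzyme with vehicle and 100% = wells lacking enzyme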
Target sequence (Q8NCG7 whole entry, looked up): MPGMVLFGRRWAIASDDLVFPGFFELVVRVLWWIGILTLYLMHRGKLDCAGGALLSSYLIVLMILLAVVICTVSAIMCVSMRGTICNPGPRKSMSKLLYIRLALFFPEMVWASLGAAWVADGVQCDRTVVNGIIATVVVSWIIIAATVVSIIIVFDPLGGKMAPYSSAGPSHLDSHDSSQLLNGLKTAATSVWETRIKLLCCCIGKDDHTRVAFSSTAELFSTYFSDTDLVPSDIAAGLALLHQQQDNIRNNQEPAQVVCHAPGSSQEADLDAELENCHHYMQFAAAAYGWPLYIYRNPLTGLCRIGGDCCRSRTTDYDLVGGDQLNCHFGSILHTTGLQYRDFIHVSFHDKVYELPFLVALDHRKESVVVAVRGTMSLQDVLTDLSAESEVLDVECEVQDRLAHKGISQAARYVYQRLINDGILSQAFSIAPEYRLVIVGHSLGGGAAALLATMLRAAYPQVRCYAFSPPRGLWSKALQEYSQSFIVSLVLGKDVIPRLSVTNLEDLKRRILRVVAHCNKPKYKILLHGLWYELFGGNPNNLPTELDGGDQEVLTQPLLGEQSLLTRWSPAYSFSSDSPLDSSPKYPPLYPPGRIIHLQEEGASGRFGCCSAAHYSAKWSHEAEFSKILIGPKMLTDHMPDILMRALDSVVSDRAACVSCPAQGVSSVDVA
CDK5 inh = inhibitors of human CDK5/p35 kinase, primary screen, biochemical, single concentration; Recombinant CDK5/p35, ADP-Glo luminescence, 60 min; Cyclin-dependent kinase 5 (Homo sapiens) + Cyclin-dependent kinase 5 activator 1 (Homo …; inhibition, % at 10 µM; 330,000 tested, 0.01% active;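 active = highest replicate inhibition of at least 50% and at least 75% of replicates reaching 50%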;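 note: plate controls were DMSO neutral control for no effect and GW8510 at 10 µM for full effect; many of its hits are not listed in these tables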
phage Ecoli inh = growth loss of phage-infected E. coli, primary screen, RecBCD inhibitor project, absorbance, with phage, HTS; 360,000 tested, 0.26% active; inhibition, % at 11.9 µM; in the data active = inhibition above about 11%
AddAB inh = growth inhibition of E. coli expressing H. pylori AddAB, primary screen, AddAB inhibitor project, absorbance; 330,000 tested, 0.29% active; inhibition, % at 11.9 µM; in the data active = inhibition above about 12%;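 note: 0% = vehicle wells of infected cells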
Active calls of the source: *; · = no result given. Random draw from the library; overall some 2.3% were active at least once.

SMILES	Tat export inh	Ecoli viability	HTR5A inv ctr	HTR5A ag	PKA-R1A activ	PKA-R2B activ	Mot1-301 SUMO	DAGLB inhibitor	CDK5 inh	phage Ecoli inh	AddAB inh
O=C(COC(=O)c1cc(Br)ccc1O)NNC(=O)c1ccc(Cl)cc1	-10.6	0.9	5.5	2.6	-5.3	-7.1	-4.5	-0.4	0.0	2.6	-0.5
O=C(CNC(=O)c1cccs1)OCC(=O)c1cccs1	-3.5	2.1	-6.0	-0.5	-9.1	-3.9	-6.7	-0.9	0.5	2.9	-1.6
COc1ccc(-c2csc(NC(CO)c3nc4ccccc4n3CCCO)n2)cc1 (stereo unspecified)	2.1	-1.9	0.4	6.1	-4.6	-12.4	14.5	1.2	1.2	0.1	1.9
CCSc1ccc(-c2nn(-c3ccccc3)cc2/C=C(/C#N)C(=O)NC)cc1	-1.5	-0.5	-10.8	5.6	1.7	0.3	187.7	-1.7	0.7	3.7	5.6
O=C1Cn2c(nc3ccccc32)N1c1cccc(C(F)(F)F)c1	0.9	0.4	·	·	-4.7	9.4	8.6	-5.7	1.7	2.0	1.2
O=C(Cc1cccs1)NCCc1csc(-c2ccccc2)n1	0.7	-0.1	20.7	-0.1	-5.0	-4.1	-0.3	0.4	1.0	1.5	-0.4
COc1cc(/C=C/C(=O)O)ccc1OS(=O)(=O)c1c(C)c(C)cc(C)c1C	-3.6	-2.9	-1.1	0.9	5.0	-2.5	-13.3	1.7	-1.0	0.0	-0.2
CCN1C(=O)/C(=C/c2nc3ccccc3c(=O)[nH]2)c2ccccc21	-5.7	0.2	20.3	0.8	-7.9	6.9	-10.9	2.4	-2.0	-0.5	-1.0
CCOC(=O)C1CCCN(C(=O)c2cc3cc(F)ccc3[nH]2)C1 (stereo unspecified)	6.4	-0.1	8.3	-2.1	-9.8	-14.7	-8.4	0.1	-1.0	1.4	0.5
Cc1ccc(CN(C(=O)c2ccc(Cl)c([N+](=O)[O-])c2)C2CCS(=O)(=O)C2)o1 (stereo unspecified)	-1.6	-1.3	-2.9	0.8	6.3	-8.0	6.4	0.9	0.4	2.4	-0.9
Cc1ccc(C(=O)COC(=O)c2cc(Cl)nc3ccccc23)cc1C	6.3	-1.5	0.3	-6.8	-3.4	-8.7	337.0	-3.5	-2.1	1.5	0.0
COc1cc(N)c(C(=O)c2nccc3cc(OC)c(OC)cc23)cc1OC	17.0	-1.2	1.9	-0.5	4.4	4.4	0.9	-4.5	1.2	-1.4	3.3
COc1ccc(S(=O)(=O)NCCOc2ccc(Cl)cc2)cc1	5.0	-2.5	-10.1	4.1	3.1	-7.9	8.1	-3.1	-0.5	2.0	-0.1
C/C=C/c1ccc(OCC(=O)O)c(OC)c1	-0.3	1.9	-27.3	9.4	-2.9	-7.3	-1.0	1.0	1.5	1.2	-0.3
CCCc1cc(=O)[nH]c(SCC(=O)N(Cc2ccccc2)C(C)C)n1	2.3	0.1	-7.3	0.6	-11.3	-5.3	0.5	-0.3	-0.7	2.2	-0.2
OCCNc1c2ccccc2nc2c(F)c(F)c(F)c(F)c12	-5.2	2.5	28.8	2.2	0.1	12.5	-11.8	-8.0	0.6	2.6	5.9
COc1ccc(CNC(=O)CCNS(=O)(=O)c2ccc3c(c2)oc(=O)n3C)cc1	10.4	0.4	0.5	-0.1	-8.8	1.3	-0.2	-1.1	·	·	0.8
O=[N+]([O-])c1ccc(Oc2cccc3cccnc23)c([N+](=O)[O-])c1	-3.9	0.2	-9.3	-1.9	-6.9	-1.1	5.6	-0.1	0.7	-0.7	3.5
O=C(CN1C(=O)NC2(CCCCCCC2)C1=O)NCc1ccc2c(c1)OCO2	-6.1	-0.5	-18.9	-1.4	-7.8	6.1	22.3	3.7	-0.7	3.5	-1.6
CCCCCCc1c(O)nc(SCC(=O)O)[nH]c1=O	-9.3	-0.9	18.0	-6.1	-4.8	1.2	19.2	0.7	-0.1	-0.7	1.2
Cc1ccc(S(=O)(=O)NCc2ccccn2)cc1C	3.9	-1.4	11.6	-3.0	-0.9	-4.6	4.0	-1.2	1.5	-1.1	-0.2
CC(C)Cn1c(SCC(=O)N2CCc3ccccc3C2)nc(O)cc1=O	7.8	-1.5	-4.8	2.0	-3.5	-6.1	-19.3	12.7	-0.9	4.4	-1.2
CC(C)(O)c1cc2ccc(C#CCCN3C(=O)c4ccccc4C3=O)cc2c(=O)o1	17.9	0.8	-20.4	1.3	-7.5	-2.4	11.5	0.4	2.5	2.5	3.8
Cc1cc(C)c(/C=N/NC(=O)c2nnn(-c3nonc3N)c2CN2CCC(C)CC2)c(C)c1	-0.8	-0.8	-22.4	8.4	-8.4	-3.1	-10.8	-5.0	0.6	-0.1	1.6
CCCc1cc2c(=O)c(-c3ccccn3)c(C)oc2cc1O	4.2	-1.6	7.3	4.8	4.9	0.4	-3.5	-0.2	0.8	0.0	0.5
CCOC(=O)c1cnc2scnn2c1=O	-21.8	·	-26.1	-1.8	-6.5	3.7	·	-0.8	1.4	1.9	·
Cc1ccc(C(=O)N2CCN(c3ccccc3)CC2)cc1S(=O)(=O)N1CCOCC1	0.2	-1.5	-7.4	-1.9	-5.5	-4.5	-16.8	0.7	-0.9	2.1	0.2
Cc1ccc(N=N/C(=C\O)C(=O)c2ccncc2)cc1	1.0	1.6	-11.6	4.5	-3.4	1.2	13.9	2.6	1.8	0.6	3.6
CCNc1nc(OC)nc(SCC(N)=O)n1	-9.2	-1.2	0.7	2.9	-5.8	1.5	2.1	0.6	1.2	1.8	3.2
CS(=O)(=O)c1ccc(Cl)c(NC(=O)CCCSc2ccccc2)c1	8.7	-0.8	19.1	2.4	7.5	-16.3	-10.1	-0.2	0.3	-1.2	-0.8
COc1ccc(C2=NN(c3ccccc3)C(c3ccc(OC)c(OC)c3)C2)cc1 (stereo unspecified)	2.8	2.5	6.0	-1.6	4.0	-4.0	12.5	0.2	-1.2	0.6	0.2
O=C(O)[C@@H]1CCCN1C(=O)c1ccccc1N1C(=O)[C@@H]2Cc3c([nH]c4ccccc34)C(c3cccc(Cl)c3)N2C1=O (stereo partly specified)	-3.5	2.0	-8.4	4.7	1.0	-4.3	-0.5	1.1	-1.0	1.7	3.5
COc1ccc(CN2CCN(Cc3ccc4cc(F)ccc4n3)CC2CCO)c(C)c1C (stereo unspecified)	0.0	-2.8	4.6	-4.1	3.0	-1.6	15.4	-4.2	0.0	-0.1	-2.0
CCOC(=O)Cc1cc(=O)n(-c2nc3ccccc3s2)[nH]1	13.5	-1.5	-4.9	-2.3	1.8	-2.1	26.3	13.2	-3.0	2.5	0.5
O=c1cc(N2CCN(c3ccc(F)cc3)CC2)[nH]c(=O)n1C1CCCCC1	-0.8	0.9	14.6	-0.9	-2.2	-3.8	-17.9	0.2	-3.9	0.6	3.7
CCOC(=O)N1CCN(C(=O)CNCc2cccs2)CC1	-12.1	-1.1	-18.9	-0.6	4.6	-11.3	4.0	2.6	-0.5	1.7	-3.2
Cn1c(=O)c2nc(-c3ccccc3)oc2c2ccccc21	-5.0	0.2	5.7	-4.9	-1.9	-1.6	-4.6	-5.7	1.6	3.1	-0.6
CCc1ccc(OCC(=O)N/N=C\c2ccco2)c([N+](=O)[O-])c1	-5.2	1.0	-14.2	4.1	-3.1	-7.5	7.2	0.0	0.6	1.4	4.9
CSCCC(NC(=O)c1cc(S(=O)(=O)N2CCOCC2)ccc1C)c1nc2ccccc2[nH]1 (stereo unspecified)	-2.1	·	9.4	-2.0	-8.9	-2.0	·	0.9	1.4	2.8	·
O=C(Nn1cnnc1)c1ccccc1CCc1ccccc1	-1.8	2.4	-21.5	4.8	-3.5	3.0	·	3.4	-0.2	3.4	0.0
CCN(CC(=O)Nc1c(F)cccc1F)C(=O)CN1C(=O)C2CCCCC2C1=O (stereo unspecified)	-4.8	0.9	7.2	0.3	1.8	1.0	0.5	-5.0	-0.9	0.0	3.1
c1ccc(CN2c3ccccc3-c3nc4ccccc4n3C2c2ccccn2)cc1 (stereo unspecified)	9.7	0.1	-5.1	-2.1	-27.6	-7.2	-21.8	0.4	-0.8	0.7	5.0
Cc1ccc2c(c1)N(C(=O)CCC(=O)N1CCN(c3ccccc3)CC1)CCO2	2.7	-1.8	0.2	-0.1	-11.9	-0.9	5.2	0.4	-2.3	-0.3	-0.7
CC(=O)Nc1ccc(NC(=O)C2CCN(c3ccc(C(F)(F)F)cn3)CC2)cc1	-8.6	0.7	-3.0	1.1	-2.1	4.7	6.2	2.2	-0.3	3.4	3.9
OC1(c2ccc(Cl)cc2)CCN(Cc2cn[nH]c2-c2ccccc2)CC1	-6.8	-1.4	-5.2	1.5	1.6	-3.9	2.0	-1.4	1.9	4.7	-0.1
COC(=O)c1cc(Br)c(=O)n(CCc2ccc(O)cc2)c1	-17.5	1.3	-8.0	2.2	-8.2	0.3	-4.2	-1.2	1.0	1.4	0.5
C=CCn1c(-c2ccco2)n[nH]c1=S	2.7	1.9	6.7	-3.9	-1.0	-4.8	0.4	2.0	1.8	2.3	-2.7
COc1ccc(N2CCN(CCNC(=O)c3ccc4nc5ccccc5c(=O)n4c3)CC2)cc1	-0.1	·	-4.0	1.1	12.4	4.9	·	2.4	1.4	1.6	·

Source: PubChem
